Assay outcomes deposited in PubChem BioAssay by Broad Institute.
ERp5 inh: inhibitors of human ERp5; Q15084; ERp5 insulin aggregation, absorbance 650 nm, 90 min; inhibition, % at 9.99 µM; 350,000 tested, 0.05% active; AID 651711;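 active = mean replicate inhibition above about 25%, with every replicate also reaching it, limit read from the data, passing the limit was not always enough; inconclusive = only one of those two criteria met; inactive = neither criterion met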
Target sequence (Q15084 whole entry, looked up): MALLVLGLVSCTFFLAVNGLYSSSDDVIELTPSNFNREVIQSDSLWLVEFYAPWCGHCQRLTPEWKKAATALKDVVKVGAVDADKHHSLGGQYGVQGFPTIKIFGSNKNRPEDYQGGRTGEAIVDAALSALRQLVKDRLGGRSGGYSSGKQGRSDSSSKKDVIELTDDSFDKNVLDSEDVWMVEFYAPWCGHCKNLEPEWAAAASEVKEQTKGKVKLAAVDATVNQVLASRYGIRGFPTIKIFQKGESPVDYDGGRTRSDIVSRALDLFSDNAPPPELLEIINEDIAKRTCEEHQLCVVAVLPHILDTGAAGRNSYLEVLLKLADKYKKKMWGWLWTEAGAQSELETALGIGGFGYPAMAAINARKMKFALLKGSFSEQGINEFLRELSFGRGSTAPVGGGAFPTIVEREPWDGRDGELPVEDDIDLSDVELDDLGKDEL
PAX8 reporter: PAX8 transcriptional activity inhibition. RMG-I TPO-luciferase reporter, SteadyGlo, 24 h. inhibition, % at 12.6 µM. 360,000 tested, 1.2% active. AID 652154;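 active = mean replicate inhibition at least 60% with every replicate also reaching 60%; inconclusive = only one of the two criteria is met; inactive = mean below 60% and not all replicates reaching 60%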;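 also: luciferase light reporting Pax8 driven TPO promoter activity; plate controls were median of neutral control wells for no effect and mitoxantrone controls for full effect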
EWS-Fli inh: blocks EWS/Fli oncoprotein-driven transcription; A673 NR0B1-luciferase reporter, viability-normalised; inhibition, % at 12.6 µM; 350,000 tested, 0.67% active; AID 651661;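 active = mean inhibition of at least 50% after viability correction, with every replicate also passing that limit; inconclusive = mean reaches 50% but only one of two replicates passes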;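 also: firefly luciferase signal divided by Alamar Blue viability fluorescence both relative to DMSO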
DENV2 CPE rescue: DENV2-induced cell death inhibition | 350,000 tested, 1.7% active | CPE inhibition, % at 9.99 µM | AID 651640 | DENV2-infected cells, cytopathic effect rescue, plate reader; in the data active = CPE inhibition above about 20%, passing the limit was not always enough; inconclusive = no clear call, values can overlap the other calls; tested in BHK-21 cells;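 also: 0% = median of neutral control wells and 100% = median of positive control wells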
F508del corr: correctors of CFTR F508del function in bronchial epithelial cells. CFBE cells, YFP halide quenching; stimulated with forskolin plus potentiator P3; % fluorescence drop versus neutral controls. activity (quench increase), % at 7.58 µM. 350,000 tested, 0.36% active. AID 720511;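 active = mean added fluorescence quench of at least 8% versus neutral control, with both replicates also reaching 8%; inconclusive = only one of the mean or replicate conditions met; inactive = mean below 8% and not both replicates reaching 8%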;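 also: cells transiently co-express mutant CFTR-F508del with the halide-sensitive YFP; corrector assay measuring rescue of mutant channel to the surface after 24 h compound exposure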
XiGFP reactiv: reactivates the inactive X chromosome in mouse fibroblasts. XiGFP mouse fibroblasts, % GFP-positive cells imaging, 3 d; cells co-treated with 5-aza-dC sensitizer; scaled so ellipticine positive control = 100%. activation, % at 7.58 µM. 360,000 tested, 0.055% active;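 active = mean normalized replicate activation at least 10% and every replicate at or above 10%; inconclusive = only one of the two criteria met; inactive = mean below 10% and not all replicates reach 10%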;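 also: 0% = median of on-plate neutral control wells and 100% = ellipticine 6 µM median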
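System: SV40-immortalized XiGFP fibroblast cells, line 68-5-11 / Incubation: 3-day compound exposure, then 15 min fixation at room temperature / Compound: single concentration per compound, delivered by pin transfer / Buffer or medium: DMEM plus 5-aza-dC sensitizer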
INS-1E GSIS act: GLuc luminescence reporter in INS-1E cells, primary screen for activators of glucose-dependent secretion of insulin; INS-1E GLuc reporter insulin secretion, 2-3 h; activation, % at 16.6 µM; 370,000 tested, 0.61% active;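 active = lowest replicate activation of at least 40%, so every replicate reaches that level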;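 also: 0% = median of neutral control wells and 100% = median of IBMX positive control wells; some compounds called inactive have numbers as strong as hits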
ARNT-TACC3 inh: disrupts binding between human ARNT and TACC3; AID 623870; AlphaScreen His-ARNT PAS-B/GST-TACC3 binding, luminescence; TACC3 fragment carries E629A point mutation; Q9Y6A5; 390,000 tested, 0.66% active; inhibition, % at 9.99 µM;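 active = mean inhibition of replicates at least 50% and at least half of replicates each reaching 50%; inconclusive = half or more replicates reach 50% but mean below 50%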;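 also: 0% = complete ARNT plus TACC3 wells and 100% = ARNT alone without TACC3; many hits fall short of the cut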
* = called active by the depositor; ? = inconclusive; · = not tested or not shown.

Order of values: ERp5 inh	PAX8 reporter	EWS-Fli inh	DENV2 CPE rescue	F508del corr	XiGFP reactiv	INS-1E GSIS act	ARNT-TACC3 inh
- Cc1ccc(-c2nn(-c3ccc(F)cc3)cc2C(=O)NC2CCC(O)CC2)cc1 (stereo not drawn)
 : -2.9	-13.8	-15.8	-4.0	0.6	0.0	-2.3	-3.8
- CCOC(=O)C1=CCC2C(=O)N(C)C(=O)C12 (stereo not drawn)
 : 1.7	-6.1	3.1	10.4	-4.5	-0.1	5.5	·
- CCOC(=O)C1(CC2CC2)CCN(C(=O)c2ocnc2C)CC1
 : 0.7	-68.3	-46.5	0.4	2.1	0.1	3.1	-0.4
- Cc1ccc(S(=O)(=O)Nc2cccc3c2O[C@H](CN(C)Cc2ccc(C(=O)O)cc2)[C@@H](C)CN([C@H](C)CO)C3=O)cc1
 : 2.7	·	-2.0	-9.6	-0.2	0.0	2.5	-6.5
- CC(NC(=O)COC(=O)C1CSC2(C)CCC(=O)N12)C12CC3CC(CC(C3)C1)C2 (stereo not drawn)
 : 4.1	6.6	-8.7	-1.3	0.1	0.0	2.1	0.1
- Cn1c(=O)[nH]c(=O)c2c1[nH]c(=S)n2CCCc1ccccc1
 : 1.0	-12.0	8.4	0.9	-0.7	0.0	16.0	-4.5
- COc1ccc(CN(C)C[C@@H]2Oc3c(NC(=O)Nc4ccc(OC)cc4)cccc3C(=O)N([C@@H](C)CO)C[C@H]2C)cc1
 : -3.4	·	7.7	9.0	0.2	0.3	-10.0	0.6
- Cc1cc(C)cc(C(=O)NC(CC(N)=O)c2ccc(N3CCCCCC3)c([N+](=O)[O-])c2)c1 (stereo not drawn)
 : 0.8	0.4	20.5	·	-4.3	0.0	·	-0.6
- Cc1ccc(S(=O)(=O)CC(=O)Nc2ccc(S(=O)(=O)Nc3ccccn3)cc2)cc1
 : -5.0	12.2	-9.5	-0.6	1.4	-0.5	9.1	-3.8
- C[C@H](O)[C@@H]1C(=O)N2CCc3c([nH]c4ccccc34)[C@@H]2C[C@@H]1N(C)C(=O)c1cc(Cl)cc(Cl)c1
 : -5.3	11.5	2.3	4.6	4.1	0.0	-10.9	·
- COc1cccc(S(=O)(=O)Nc2ccc3c(c2)[C@H]2C[C@H](CC(=O)NCc4ccccc4F)O[C@@H](CO)[C@H]2O3)c1
 : -1.7	-33.8	2.4	?	-0.7	-0.1	3.5	-1.6
- Cc1noc(C)c1COc1ccc(C(=O)Nc2ccccn2)cc1
 : 5.4	-55.9	-50.9	-4.3	-0.7	0.0	-4.1	·
- COC(=O)N1Cc2ccnnc2CC1c1ccccc1-c1ccc(F)cc1 (stereo not drawn)
 : 2.9	0.3	-12.0	7.9	-0.4	0.1	0.3	·
- O=C(C[C@@H]1C=C[C@@H](NC(=O)Nc2ccc3c(c2)OCO3)[C@@H](CO)O1)NCc1ccccc1
 : -1.7	-1.4	0.5	2.9	1.9	2.5	12.0	-0.4
- S=c1sc2c(Cl)ncnc2n1-c1ccccc1
 : 2.0	93.3*	74.2*	6.1	-5.2	0.1	8.7	68.6*
- CN(C(=O)c1ccccc1-c1ncc[nH]1)C1CCCN(Cc2ccccc2F)C1 (stereo not drawn)
 : 1.9	·	6.9	3.1	-4.5	0.2	11.0	0.8
- CSc1nnc(C(C)(C)C)c(=O)n1/N=C/c1ccc(Cl)cc1
 : -3.8	-5.4	-0.2	0.7	-4.9	0.3	24.6	-1.4
- CCc1nc(SCc2ccc(C(=O)OC)o2)n[nH]1
 : -4.8	-6.3	-0.7	-1.5	-0.1	0.0	-2.0	1.4
- CCOC(=O)C1CCCN(C(=O)CN(c2ccc(OC)cc2)S(=O)(=O)c2c(C)noc2C)C1 (stereo not drawn)
 : -1.1	6.2	-4.5	-2.3	2.1	0.2	-0.1	-1.6
- CO[C@H]1CN(C)C(=O)c2ccc(NC(=O)Nc3ccccc3)cc2OC[C@@H](C)N(C(=O)CN(C)C)C[C@H]1C
 : 0.4	·	-10.8	7.5	-1.9	-0.1	8.2	14.4
- COc1ccc(C#Cc2ccc([C@@H]3[C@H]4CN(C(=O)c5ccccc5)CC(=O)N4[C@H]3CO)cc2)cc1
 : 10.2	4.0	-42.5	-3.7	-2.5	0.0	5.6	·
- COc1ccc(NC(=O)Cc2coc3ccc4ccccc4c23)cc1S(=O)(=O)N1CCOCC1
 : ·	15.4	4.7	·	·	0.1	-52.0	2.5
- O=C1COc2ccc(C(=O)CSc3ccc(Br)cc3)cc2N1
 : -2.7	-33.1	-9.8	4.6	0.5	-0.1	-15.0	-1.1
- Cn1nc(-c2ccccc2)cc1NC(=O)C1CCCCC1
 : -1.3	-33.2	-15.2	3.2	·	3.6	-11.5	-5.8
- O=C(COC(=O)c1ccccc1O)NC1CCCc2ccccc21 (stereo not drawn)
 : 4.5	-6.7	1.6	-9.9	-1.6	0.0	·	-0.9
- COc1ccccc1C#Cc1ccc([C@@H]2[C@@H](CO)N3CCCCN(C(=O)C4CCC4)C[C@@H]23)cc1
 : -1.7	14.5	16.8	-6.2	-0.2	0.0	1.2	3.0
- O=C(CC[C@H]1O[C@@H](n2ccc(=O)[nH]c2=O)[C@H](O)[C@@H]1O)N[C@H](Cc1ccccc1)C(=O)NCCCc1ccccc1
 : 1.9	8.2	-18.6	-4.7	-2.8	0.2	-1.0	·
- CCOc1ccc(CCN2C(=S)N([C@@H](Cc3ccccc3)CN3CCC[C@@H]3CN3C(=S)NC[C@@H]3CC(C)C)C[C@@H]2Cc2ccccc2)cc1
 : 2.7	-13.2	5.9	-3.0	-3.5	?	9.3	·
- CCC(=O)Nc1ccc2c(c1)C(=O)N(C)C[C@H](OC)[C@@H](C)CN(Cc1cccnc1)[C@H](C)CO2
 : -6.9	·	-2.6	3.5	0.9	-0.5	4.2	-6.5
- O=C(/C=C/c1ccccc1)NC1CC2CCC1C2 (stereo not drawn)
 : ·	-12.1	·	·	·	0.1	3.0	0.6
- O=S(=O)(c1cc(F)ccc1F)N1CCN(c2ccccn2)CC1
 : -1.7	-4.1	-5.2	4.4	0.7	0.0	7.5	-1.8
- Cc1ccc(C)c(NC(=O)CN(C)C(=O)c2ccc3c(=O)n4c(nc3c2)CCC4)c1
 : -2.6	-3.3	-3.4	7.6	1.7	0.7	-2.4	-3.5
- COc1ccc2c3c([nH]c2c1)[C@@H](CO)N(Cc1cccnc1)CC31CN(C(=O)c2cccnc2)C1
 : -8.5	·	-14.7	-1.3	0.6	0.3	9.0	·
- CCC1CN(C(=O)N2CCC(C(=O)NCCc3ccccc3)CC2)c2ccccc2O1 (stereo not drawn)
 : 2.2	6.6	0.6	5.0	-2.7	0.2	-1.3	3.1
- O=C(CNC(=O)c1ccc(Cl)cc1)NC1CCCCC1
 : 4.7	-15.8	·	10.9	0.9	0.1	3.6	-0.2
- CC(C)C#Cc1cnc2c(c1)C(=O)N([C@@H](C)CO)C[C@@H](C)[C@H](CN(C)C(=O)c1cccnc1)O2
 : -0.4	15.8	-1.4	0.2	-0.8	0.0	-1.6	-4.6
- COc1ccc(-c2nnc(NC(=O)c3ccccc3C)o2)cc1
 : 3.0	1.9	11.9	-10.9	1.4	0.0	·	·
- S=C(NCc1ccc2[nH]c3c(c2c1)CCCC3)Nc1ccccc1
 : -3.7	16.5	-5.4	9.2	0.5	-0.1	-21.3	5.3
- CN1CCCCC(NC(=O)C(C)(C)C)C1=O (stereo not drawn)
 : 1.8	8.8	-5.7	1.2	0.4	0.4	10.1	·
- COc1cc(NC(=S)N(C)C)c(OC)cc1Cl
 : 3.8	-8.0	-3.1	-2.0	-0.1	0.1	8.9	-4.2
- CC(C)(C)OC(=O)[C@H](CCCCN)NC(=O)c1nc[nH]c1C(=O)N[C@@H](CCCCN)C(=O)OC(C)(C)C
 : 2.8	-3.8	7.3	7.3	-2.1	0.0	·	-1.6
- NS(=O)(=O)c1cccc(NC(=O)CCCNC(=O)c2ccc(Cl)cc2)c1
 : 1.8	5.4	4.5	-0.6	1.7	0.0	10.7	-12.1
- COc1ccc(NC(=O)Nc2ccc3c(c2)C(=O)N([C@H](C)CO)C[C@@H](C)[C@H](CN(C)Cc2ccncc2)OCCCC[C@H](C)O3)cc1
 : -5.0	-0.1	8.3	-9.2	1.4	-1.2	-3.1	13.7
- CC1CC(Nc2ccccc2)c2ccccc2N1C(=O)c1ccncc1 (stereo not drawn)
 : 1.4	34.3	4.8	-4.8	-1.7	-0.1	-16.9	-15.2
- CC(=O)N1CC[C@@H]2[C@H]1c1cc(-c3ccc(F)cc3)ccc1N[C@@H]2CO
 : -1.3	-8.6	-10.6	-5.2	-3.8	0.2	3.6	-10.6
- CCOC(=O)c1c(C)n(C)c2ccc(OCC(O)CN3CCC(C)CC3)cc12 (stereo not drawn)
 : -0.2	-13.9	-0.1	-8.0	-0.4	-0.1	4.9	-0.1
- O=C(Cc1nn[nH]n1)c1ccccc1O
 : -5.0	15.1	68.1*	-1.9	·	0.3	0.1	1.5
- Cc1ccccc1NC(=O)Cn1nnc2c(cnn2-c2ccc(F)cc2)c1=O
 : 5.1	·	-1.9	-4.9	-0.7	·	0.9	31.7
- COc1ccc(CNc2ccccc2SC)cc1OC
 : -3.4	·	-77.6	8.8	-1.5	·	9.7	4.3
- CCCN1C[C@H](C)[C@@H](OC)CN(C)C(=O)c2cc(NC(=O)COC)ccc2OC[C@@H]1C
 : ·	-0.9	-6.8	·	2.0	0.3	-11.9	8.6
- COc1ccc2c(CN3CCN(C(C)=O)CC3)cc(=O)oc2c1
 : -0.2	5.6	0.3	?	0.9	0.6	7.2	·
- COc1ccc(C(=O)N2CCN(c3nc4ccccc4o3)CC2)cc1OC
 : -4.5	21.4	13.6	6.8	0.9	0.1	-16.9	-2.8

3 entries from above, ordered by the number in ERp5 inh, falling:
| SMILES | ERp5 inh | F508del corr | INS-1E GSIS act | ARNT-TACC3 inh |
| --- | --- | --- | --- | --- |
| CN1CCCCC(NC(=O)C(C)(C)C)C1=O (stereo not drawn) | 1.8 | 0.4 | 10.1 | · |
| S=C(NCc1ccc2[nH]c3c(c2c1)CCCC3)Nc1ccccc1 | -3.7 | 0.5 | -21.3 | 5.3 |
| O=C(Cc1nn[nH]n1)c1ccccc1O | -5.0 | · | 0.1 | 1.5 |
